PLK1 PBD block – PLK1 (human) polo-box domain binding inhibition; P53350; Potency, µM, without a hit: max response, negative = inhibition, most hits filed as inhibitors; AID 720504; Plk1 PBD binding of FITC phosphopeptide, fluorescence polarization; 2.8% of 360,000 active; further: potency means the concentration at half of the fitted maximal effect; series mostly up to about 57 µM; on the % scale 0 is the no-effect control and ±100 the full control effect; nearly all actives have a fitted effect of over 65% in size
PI5P4K alpha inh – inhibitors of human PI5P4K alpha; PI5P4Kalpha enzyme, ADP-Glo luminescence, 60 min; hits give low values; AID 652105; 1.2% of 330,000 active; max response, %; active means max response of -50% or lower; inconclusive means between -30% and -50%; inactive means -30% or higher; further: value at the top dose of about 77 µM; on the % scale 0 is the no-effect control and ±100 the full control effect
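ADP-Glo luminescence end-point after a 60 min room-temperature kinase reaction. PI5P4Kalpha and substrate in HEPES pH 7.4 buffer with EGTA, 0.1% CHAPS and 5% DMSO; ATP at 5 microM final.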
GLP1R inv ag – acts as inverse agonist at human GLP-1 receptor. HEK293 GLP-1R CRE-luciferase, luminescence, 24 h; GLP-1R form is constitutively active. 1.6% of 410,000 active. AID 624417. Potency, µM (titrated, usually from 38.3 µM), without a hit: at the highest dose activity change, negative = inhibition, usual class: inhibitors; further: potency means the concentration at half of the fitted maximal effect; on the % scale 0 is the no-effect control and ±100 the full control effect; nearly all actives have a fitted effect of over 55% in size
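Luminescence readout: a drop in cAMP-driven luciferase signal flags inverse agonism at a constitutively active GLP-1R stably expressed in HEK293. Compound exposure lasted 24 hr at 37 deg C, 5% CO2.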
WRN helicase inh – blocks human WRN helicase | WRN helicase unwinding, fluorescent forked duplex, kinetic | Potency, µM (titrated, usually from 114 µM), for inactives: at the top dose activity change, negative = inhibition, hits mostly inhibitors | 0.46% of 360,000 active; further: potency means the concentration at half of the fitted maximal effect; on the % scale 0 is the no-effect control and ±100 the full control effect; nearly all actives have a fitted effect of over 55% in size
Target sequence (Q14191 whole entry, looked up): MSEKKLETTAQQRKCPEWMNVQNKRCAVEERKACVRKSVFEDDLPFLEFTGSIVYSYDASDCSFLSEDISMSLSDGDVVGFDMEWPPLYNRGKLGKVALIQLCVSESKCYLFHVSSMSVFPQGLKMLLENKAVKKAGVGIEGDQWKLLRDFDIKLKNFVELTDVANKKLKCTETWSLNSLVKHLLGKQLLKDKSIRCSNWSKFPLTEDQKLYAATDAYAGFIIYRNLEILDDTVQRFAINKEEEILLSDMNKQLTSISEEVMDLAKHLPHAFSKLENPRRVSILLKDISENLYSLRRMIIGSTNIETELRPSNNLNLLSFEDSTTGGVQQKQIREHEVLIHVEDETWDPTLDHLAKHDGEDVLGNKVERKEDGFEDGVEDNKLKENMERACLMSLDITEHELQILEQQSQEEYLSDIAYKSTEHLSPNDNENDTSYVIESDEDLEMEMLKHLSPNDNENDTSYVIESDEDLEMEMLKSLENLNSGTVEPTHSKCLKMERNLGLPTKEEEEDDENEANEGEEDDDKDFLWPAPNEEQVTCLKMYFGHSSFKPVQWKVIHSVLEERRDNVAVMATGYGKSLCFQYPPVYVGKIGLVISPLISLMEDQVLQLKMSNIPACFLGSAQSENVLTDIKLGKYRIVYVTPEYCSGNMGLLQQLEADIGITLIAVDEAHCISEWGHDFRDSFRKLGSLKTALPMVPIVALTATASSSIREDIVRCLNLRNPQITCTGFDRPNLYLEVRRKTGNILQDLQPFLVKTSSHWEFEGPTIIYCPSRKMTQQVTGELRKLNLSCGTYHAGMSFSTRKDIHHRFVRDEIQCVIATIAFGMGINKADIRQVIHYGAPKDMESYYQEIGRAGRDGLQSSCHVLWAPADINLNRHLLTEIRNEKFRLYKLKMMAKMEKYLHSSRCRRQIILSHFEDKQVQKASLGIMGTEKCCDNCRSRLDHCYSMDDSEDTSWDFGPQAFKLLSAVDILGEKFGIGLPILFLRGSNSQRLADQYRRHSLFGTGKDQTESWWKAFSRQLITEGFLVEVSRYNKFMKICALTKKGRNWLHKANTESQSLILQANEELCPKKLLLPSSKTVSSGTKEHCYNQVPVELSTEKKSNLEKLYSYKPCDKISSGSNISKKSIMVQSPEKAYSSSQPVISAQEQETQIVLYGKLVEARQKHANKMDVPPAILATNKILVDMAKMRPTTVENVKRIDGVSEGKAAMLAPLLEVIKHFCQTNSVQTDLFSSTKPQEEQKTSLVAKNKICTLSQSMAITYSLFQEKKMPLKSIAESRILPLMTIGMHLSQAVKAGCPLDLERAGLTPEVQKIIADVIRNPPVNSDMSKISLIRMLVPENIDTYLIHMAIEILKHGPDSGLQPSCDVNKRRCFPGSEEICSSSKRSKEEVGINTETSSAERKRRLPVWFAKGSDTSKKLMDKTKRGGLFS
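WRN at 20 nM final preincubated with compound 15 min at room temperature; reaction started with 100 nM fluorophore/quencher forked duplex oligonucleotide and 2 mM ATP final. Unwinding followed kinetically by red fluorescence (ex 525, em 598 nm).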
D3 antag – D3 dopamine receptor (human) antagonism; P35462; D3R cells, DiscoveRx beta-arrestin luminescence, antagonist mode; hits give low values; max response, negative = inhibition, %; 2.5% of 360,000 active; AID 652054; in the data active means max response below about -50%; inconclusive means no clear call, values can overlap the other calls; further: on the % scale 0 is the no-effect control and ±100 the full control effect; mostly tested at two doses, the higher about 12 µM
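Cells expressing the human receptor were seeded at 1500 cells/well, incubated overnight at 37 degrees C in 5% CO2, then exposed to library compounds with dopamine controls for 90 minutes at 37 degrees C before luminescent detection.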
IL-2 act – activates IL-2 in a cell-based reporter assay | 0.065% of 360,000 active | AID 652025 | activation, % (series mostly up to about 46 µM) | IL-2 activation reporter assay, cell-based qHTS; stimulated with anti-CD3/CD4/CD28 beads; in transgenic mouse T cells; in the data active means activation above about 50%; inconclusive means mostly about 30% to 49%; further: 0% is about no effect
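Quantitative HTS in unstimulated transgenic mouse T cells, with memory T cells as non-tolerant control and PMA/ionomycin as tolerance-bypass control. Compound pretreatment lasted 60 minutes before 18 h bead stimulation; EGFP/DsRed fluorescence read.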
GLP1R ag – GLP-1 receptor (human) agonism; P43220; HEK293 GLP-1R CRE-luciferase, luminescence, 4-6 h; cells express a hypersensitive GLP-1R form; Potency, µM (doses to about 45.6 µM), inactives show at the top dose activation, usual class: activators; 0.007% of 380,000 active; AID 624172; further: potency means the concentration at half of the fitted maximal effect; % of control where 0% means no effect
GLP1R cytotox – cytotoxicity counter-screen for GLP-1 receptor inverse agonists | AID 624418 | HEK293 cAMP-luciferase reporter cells, luminescence, 24 h | 0.13% of 410,000 active | Potency, µM (top dose mostly 38.3 µM), inactives show at the highest dose activity change, negative = inhibition, hits mostly inhibitors;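 further: loss of luciferase light is scored as toxicity; potency means the concentration at half of the fitted maximal effect; on the % scale 0 is the no-effect control and ±100 the full control effect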
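Here, cytotoxicity is scored as loss of luminescence. The MLSMR collection was tested on cells seeded in medium containing 10% Nu serum, with a 24 hr compound exposure preceded by 12 hours of culture.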
DRD3 agonist – D3 dopamine receptor (human) agonism. 0.58% of 410,000 active. P35462. D3R DiscoveRx beta-arrestin cells, luminescence, 90 min. max activation, %. AID 652048; in the data active means max activation above about 30%; further: 0% is about no effect; mostly tested at two doses, the higher about 12 µM
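Agonist mode: compounds and dopamine controls were applied to plated cells for 90 min at 37 degrees C after an overnight attachment at 1500 cells/well. Luminescent read-out followed 30 - 60 minutes at room temperature with DiscoveRx detection reagent.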
* = called active by the depositor; ? = inconclusive; & = joins results of further samples; [ ] = dose if it differs, or a comment. Unless noted, the call rests on the fitted dose curve; in most records, active means well fitted curve in the direction sought with a large enough effect; inconclusive means small, poorly fitted or top-dose-only effect, or another doubt; inactive means no such curve, though single readings can be large; an effect the other way counts as inactive or inconclusive.

SMILES	PLK1 PBD block	PI5P4K alpha inh	GLP1R inv ag	WRN helicase inh	D3 antag	IL-2 act	GLP1R ag	GLP1R cytotox	DRD3 agonist
COc1ccc(N2C(=O)C3C4C=CC(c5ccccc5)(C3C2=O)C2C(=O)N(c3ccc(OC)cc3)C(=O)C42)cc1 (centres undefined)	-8%	-6	-19%	-7%	16	0.4	1%	6%	4
Cc1ccc(OCC(=O)n2nc(C)cc2C)c(C)c1	1%	-2	10%	10%	14	-2.9	-2%	-1%	0
COC(=O)CC1=NN(c2ccc(OC)cc2)C(=O)C1	1%	-2	11%	6%	4	-2.6	-1%	-21%	1
S=c1[nH]nc(-c2ccco2)n1/N=C/c1cccs1	-15%	4	5%	-13%	-12	-0.6	0%	-4%	2
CC(C)(C)S(=O)N1Cc2cc(C(=O)NCCCN3CCOCC3)nc(-c3cccc(-c4cc5ccccc5o4)c3)c2[C@H]1CCO (some centres undefined)	-5%	0	4%	-9%	9	-0.9	6%	4%	2
CC(NC(=O)COC(=O)C1CCN(S(=O)(=O)c2ccccc2C(F)(F)F)CC1)c1ccccc1 (centres undefined)	-1%	10	13%	-2%	-10	0.9	-1%	3%	-9
COc1ccc(/C=N/NC(=O)c2ccccc2[N+](=O)[O-])cc1CN1CCc2cc(OC)c(OC)cc2C1C (centres undefined)	4%	5	-8%	-2%	6	-1.1	7%	0%	4
COc1ccc(S(=O)(=O)n2nc(C)c(S(=O)(=O)N3CCOCC3)c2C)cc1	-12%	3	3%	1%	-2	0.2	-2%	-2%	-1
COCC(=O)N(C)[C@H]1C[C@H]2c3cc(-c4ccccc4)ccc3CCN2C(=O)[C@H]1[C@H](C)O	-5%	-4	18%	-7%	20	0.3	-2%	3%	4
c1ccc(Cc2nnc(N3CCOCC3)c3ccccc23)cc1	3%	-5	5%	4%	10	0.2	10%	-5%	0
O=C(O)c1cnn2c(-c3ccc(F)cc3)ccnc12	4%	0	16%	3%	20	0.1	6%	-3%	1
Cc1cc(C(F)(F)F)n2ncc(C(=O)O)c2n1	5%	-3	3%	-3%	13	-0.8	-7%	3%	2
COC(=O)c1cc(OC)c(OC)cc1NC(=O)c1ccco1	1%	2	159%[activator]	-12%	12	-0.5	23%	2%	6
O=Cc1ccnc(-c2ccc(OC(=O)c3ccco3)cc2)n1	-4%	-28	5%	0%	7	0.6	0%	-4%	2
COC(=O)C1C(=O)NCC1c1ccccc1 (centres undefined)	1%	-1	0%	-11%	6	4.9	3%	14%	0
Cc1ccc(O)c(NC(=O)c2cccc(S(=O)(=O)N3CCCCC3)c2)c1	7%	7	?	-21%	0	-0.3	2%	26%	-4
Cc1ccc(OCCCCc2c(C)n[nH]c2C)cc1	-2%	22	1%	-7%	4	-0.5	-2%	1%	2
CCOc1ccc(CNC(=O)CCS(=O)(=O)Cc2cccc(Cl)c2)cc1OC	-3%	-2	-11%	3%	2	-1.3	0%	-1%	1
Cc1nn(C)cc1NC(=O)c1nn(C)cc1[N+](=O)[O-]	-15%	8	25%	1%	19	-0.9	0%	0%	-4
CCCc1nn2c(=O)cc(CSCC(=O)Nc3cccc(OC)c3)nc2s1	-11%	3	1%	-5%	11	-2.3	-4%	1%	8
CCc1ccc(NC(=O)CSc2nc3ccccc3nc2N2CCCC2)cc1	-5%	9	?	-3%	6	-2.6	1%	-5%	5
N/C(=N\OC(=O)CCC1CCCC1)c1cccnc1	2%	-5	6%	-7%	-3	1.2	-2%	6%	3
CCN(CC)S(=O)(=O)c1ccc(S(=O)(=O)N2CCCC(C(=O)NC3CC3)C2)cc1 (centres undefined)	-3%	1	-4%	-3%	10	-0.7	4%	-4%	15
Nc1nc(SCc2ccccc2)sc1C(=O)N1CCCCC1	-1%	6	?	-14%	21	-3.1	22%	11%	1
CC(CC(=O)Nc1ncc([N+](=O)[O-])s1)c1ccccc1 (centres undefined)	?	-28	?	-13%	-17	-5.2	0%	?	-1
Cc1cc(NC(=O)CSc2nc3c([nH]c4ccccc43)c(=O)n2-c2ccccc2F)no1	-6%	-2	24%&-4%	-9%	-22	-4.1	24%&-4%	-5%&-2%	-21&-1
COc1ccc(CCNC(=O)CSc2nc3ccccc3o2)cc1	-4%	-4	-20%	3%	1	0.0	-1%	-4%	7
Cc1ccc([C@H]2C[C@@H](n3cc(C4CC4)nn3)[C@H](O)CN2C(=O)c2cccs2)cc1	-8%	-1	3%	-12%	-7	0.2	-3%	2%	1
O=C(CSCC(=O)OCn1nnc2ccccc2c1=O)Nc1ccc(Cl)cc1	?	3	2%	-19%	2	0.4	-26%	-6%	-4
COc1ccccc1N1CCN(c2ccc([N+](=O)[O-])cc2Cl)CC1	-16%	19	?	-3%	0	-0.1	2%	15%	3
O=c1[nH]nc(-c2ccccc2)cc1-c1ccccc1	-5%	-20	9%	-4%	-1	0.5	17%	-6%	-4
O=C(NCc1ccc(F)cc1)c1ccc[nH]1	-17%	3	-25%	-3%	-28	0.5	2%	-8%	-4
CCCc1cc(C(=O)N2CCC(N3CCC(C(=O)NC(C)C)CC3)CC2)n(C)n1	-9%	2	5%	0%	5	-1.1	7%	-13%	4
Cc1cccc(NC(=O)Nc2nnc([C@@H]3C[C@H](O)[C@@H](CO)O3)s2)c1	-4%	0	-17%	7%	8	-0.5	-3%	-1%	8
O=C(CSc1nnc(-c2ccccc2)o1)NC1CC1	-11%	-2	34%[activator]	9%	-2	1.6	8%	7%	9
CCOC(=O)N1CCN(C(=O)CS(=O)(=O)c2cn(Cc3ccc(Cl)cc3)c3ccccc23)CC1	-9%	1	-28%	1%	-15	-3.2	6%	3%	2
COc1ccc(C2C(C(C)=O)=C(C)N=c3s/c(=C\c4ccco4)c(=O)n32)c(OC)c1 (centres undefined)	-4%	-1	63%	-12%	?	-1.2	5%	?	-5
O=C(C1CC1)N1CCN=C1SCc1ccccc1Cl	-10%	4	-12%	-13%	-60*	-2.5	-2%	-30%	-7
CCCCN(C)CCNC(=O)c1ccc2c(c1)NC(=O)C(N1CCCCC1)S2 (centres undefined)	5%	1	?	9%	-7	1.2	-5%	-23%	10
N#Cc1cccc(C(=O)Nc2cc(S(=O)(=O)N3CCOCC3)ccc2N2CCCC2)c1	-20%	6	5%	5%	-3	-0.7	12%	4%	7
c1ccc(N2CC3CCc4ccccc4C3=N2)cc1 (centres undefined)	4%	3	11%	8%	17	-2.0	26%	253%[activator]	3
CCSc1nc2c(cnn2-c2ccccc2)c(=O)n1N	-13%	-1	4%	6%	6	-0.5	11%	6%	6
Cc1cc(Cl)ccc1N1C(=O)CC(SCCC(=O)O)C1=O (centres undefined)	-8%	4	5%	-18%	-8	-0.5	0%	-4%	5
Cc1cc2oc(=O)cc(CN3CCN(c4ccccc4)CC3)c2cc1Cl	-4%	?	28%	-6%	14	0.7	0%	-7%	5
CC(=O)Nc1nnc(-c2ccccn2)o1	-7%	-1	15%	7%	-1	-2.5	-5%	-7%	0
C[n+]1cccc2ccc3c(c21)OC(N)=C(C#N)C3c1ccccc1 (centres undefined)	0%	-12	-5%	-5%	5	-2.8	4%	-25%	-9
COc1ccc(C2CC(=O)C3=C(C2)NC(C)=C(C#N)C3c2ccc(N(C)C)cc2)cc1 (centres undefined)	-3%	4	-15%	-3%	?	0.5	2%	11%	-9
CCN(CC(=O)Nc1ccc2c(c1)OCCO2)C(=O)c1ccccc1Br	3%	-1	-6%	-1%	0	0.0	1%	0%	-3
O=C(NCCN1CCOCC1)C1(C(F)(F)F)C/C(=C\Cc2ccccc2)CCCO1 (centres undefined)	1%	-5	6%	1%	?	1.0	4%	1%	-30
CC(C)CCN1CC(=O)N2Cc3[nH]c4ccccc4c3C[C@H]2C1=O	0%	2	-4%	18%	6	1.3	11%	-10%	-1
Clc1ccc(/C=C/c2ncc3ccccn23)cc1	-17%	6	?	-19%	2	0.1	5%	207%[activator]	2
O=C(CS(=O)(=O)c1ccc(Br)cc1)N1CCOCC1	-15%	-9	5%	15%	-12	-1.6	3%	-3%	-2
CCOC(=O)c1ccc(Oc2coc3cc(O)ccc3c2=O)cc1	-3%	1	1%	-8%[57.1 µM]	8	-0.7	5%	49%[activator]	-11
CC(=O)CSc1ccc(C(=O)O)cn1	-7%	-20	2%	4%	2	0.3	-9%	-6%	2
CCOCCCn1c(SCc2ccccc2)nnc1-c1ccncc1	-9%	5	-8%	13%	17	0.8	20%	-13%	-11
CC(=O)c1ccc(NC(=O)c2ccc(-n3cncn3)c([N+](=O)[O-])c2)cc1	-10%	9	2%	-30%	4	-5.2	1%	12%	2
CC1CCCN(C(=O)COC(=O)c2ccc(=O)n(Cc3ccccc3)n2)C1 (centres undefined)	-3%	-4	-12%	-4%	0	-5.1	5%	7%	1
CCC(Sc1nccn1C)C(=O)Nc1ccc(Cl)cn1 (centres undefined)	-4%	-8	-6%	6%	-5	1.8	9%	16%	24
COCCCNC(=O)c1ccc2sc(C3=C[C@@H](O)[C@@H](O)[C@@H](CO)O3)nc2c1	-7%	-11	21%	-21%	0	1.7	-3%	2%	-3
Cc1cccc2cc(C#N)c(SCCN3CCCCC3)nc12	-30%	-17	?	-10%	?	-0.9	-32%[inhibitor]	-3%	-14
Cn1c(=O)n(C)c2cc(NC(=O)c3ccccc3)ccc21	1%	-2	17%	11%	52	-3.7	-5%	4%	-6
N#Cc1ccc(C(=O)Nc2ccc3ccccc3c2)cc1	-12%	-3	-18%	6%	-6	1.0	26%	-11%	0

Part of the list above, with values under each structure:
Fields – PLK1 PBD block, PI5P4K alpha inh, GLP1R inv ag, WRN helicase inh, D3 antag, IL-2 act, GLP1R ag, GLP1R cytotox, DRD3 agonist
CCOCCCn1c(SCc2ccccc2)nnc1-c1ccncc1
    -9%, 5, -8%, 13%, 17, 0.8, 20%, -13%, -11
CC(C)CCN1CC(=O)N2Cc3[nH]c4ccccc4c3C[C@H]2C1=O
    0%, 2, -4%, 18%, 6, 1.3, 11%, -10%, -1
